Pol iota inh: blocks human DNA polymerase iota activity | Potency, µM (highest dose often 115 µM), inactives show top-dose activity, negative = inhibition, actives largely listed as inhibitors | 1% of 390,000 active | Q9UNA4 | Pol iota fluorescent replication assay, 10 min; further: potency means the concentration at half of the fitted maximal effect
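Pol iota at 10 nM preincubated 15 min with compounds at room temperature; reaction started with fluorescent substrate, 50 nM final. Fluorescence read kinetically at 0 and 10 min; buffer-only wells as negative control.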
TRHR ag: activates the human TRH receptor; TRHR cells, calcium flux fluo-8, FDSS agonist mode; activation, % at 2 µM; 0.18% of 360,000 active; AID 493084; in the data active means activation above about 30%; further: 0% is about no effect
Target sequence (P34981 whole entry, looked up): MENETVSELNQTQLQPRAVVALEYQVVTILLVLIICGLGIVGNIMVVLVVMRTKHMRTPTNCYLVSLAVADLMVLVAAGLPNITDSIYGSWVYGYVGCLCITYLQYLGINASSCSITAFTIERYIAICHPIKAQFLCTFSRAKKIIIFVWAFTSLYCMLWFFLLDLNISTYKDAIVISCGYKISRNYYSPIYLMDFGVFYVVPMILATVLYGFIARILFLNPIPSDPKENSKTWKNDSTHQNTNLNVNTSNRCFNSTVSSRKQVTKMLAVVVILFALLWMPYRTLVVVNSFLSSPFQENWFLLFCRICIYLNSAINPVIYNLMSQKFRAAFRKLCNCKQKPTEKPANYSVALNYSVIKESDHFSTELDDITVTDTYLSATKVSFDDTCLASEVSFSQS
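Steps: seed TRHR cells overnight; add fluo-8 no-wash Ca dye, RT 30 min–1.5 h; record 10 s baseline; pin-transfer compounds; monitor fluorescence 1 cycle/s for the agonist window. Calcium increases flag candidate agonists.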
APEX1 inh: APE1 (human) endonuclease inhibition; P27695; recombinant APE1, TAMRA/BHQ-2 abasic DNA cleavage fluorescence; Potency, µM (top dose mostly 65.8 µM), inactives show top-dose activity change, negative = inhibition, hits mostly inhibitors; 0.35% of 350,000 active; AID 2517;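 further: potency means the concentration at half of the fitted maximal effect; plate controls were vehicle for no effect and reference inhibitor for full effect; nearly all actives have a fitted effect of over 55% in size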
Target sequence (P27695 whole entry, looked up): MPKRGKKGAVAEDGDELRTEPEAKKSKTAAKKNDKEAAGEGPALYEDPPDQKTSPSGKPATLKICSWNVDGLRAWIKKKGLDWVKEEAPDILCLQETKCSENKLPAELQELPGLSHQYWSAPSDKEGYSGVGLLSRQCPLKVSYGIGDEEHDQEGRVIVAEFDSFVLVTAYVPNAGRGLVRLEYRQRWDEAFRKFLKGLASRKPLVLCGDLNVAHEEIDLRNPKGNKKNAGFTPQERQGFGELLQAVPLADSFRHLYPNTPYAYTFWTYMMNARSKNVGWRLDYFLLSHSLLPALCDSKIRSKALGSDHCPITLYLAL
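Incision of a quenched TAMRA/BHQ-2 THF abasic-site duplex (50 nM) by 0.75 nM APE1, after 15 min compound preincubation, measured as fluorescence increase over three 60 s reads. Values normalized to buffer, DMSO and NSC13755 control wells.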
BLM inh: Bloom syndrome helicase (human) inhibition; AID 2528; 0.2% of 350,000 active; recombinant BLM DNA unwinding, fluorescence dequenching; P54132; Potency, µM (highest dose often 56.1 µM), for inactives: at the top dose activity change, negative = inhibition, actives largely listed as inhibitors;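 further: potency means the concentration at half of the fitted maximal effect; plate controls were vehicle for no effect and no enzyme for full effect; nearly all actives have a fitted effect of over 35% in size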
ERG Ets-DNA blk: blocks human ERG Ets domain binding to DNA; P11308; fluorescence polarization, His-ERG Ets domain / labelled DNA; Potency, µM (series often up to 76.9 µM), for inactives: at the top dose FP activity, negative = inhibition, most hits filed as inhibitors; 0.028% of 370,000 active; AID 624246; active means well fitted inhibition curve with a large enough effect in the polarisation, with a control signal flat; inconclusive means small, poorly fitted or top-dose-only effect, or effect the other way, or a change in a side signal; inactive means no such curve, though single readings can be large or run the other way; the % refers to the polarisation;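 further: polarization taken with two DNA probes labelled with fluorescein and Texas red; potency means the concentration at half of the fitted maximal effect; % of control where 0% means no effect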
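His-tagged ERG Ets domain (1 uM in the protein solution; 300mM KCl, 50mM Tris-HCl, 1mM EDTA, 1mM DTT, pH 7.5) received compound, then a probe mix of 5 nM fluorescein-DNA and 100nM Texas-615-DNA. Fluorescence polarization was read for both dyes.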
12-LOX inh: ALOX12 (human) lipoxygenase inhibition | P18054 | purified 12hLO, xylenol orange hydroperoxide absorbance | Potency, µM (series often up to 108 µM), for inactives: at the top dose activity change, negative = inhibition, most hits filed as inhibitors | 1.1% of 580,000 active; further: potency means the concentration at half of the fitted maximal effect; on the % scale 0 is the no-effect control and ±100 the full control effect
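Purified human 12hLO at 150 nM in 25 mM Hepes, 0.01% Triton X-100, pH 7.0, preincubated 15 min at room temperature with compound. Reaction started with 40 uM arachidonic acid, 30 min at room temperature. Hydroperoxide measured by Fe-xylenol orange, 573/405 nm absorbance ratio.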
Apoferritin bind: candidate novel general anesthetic via apoferritin binding; apoferritin/1-aminoanthracene competitive binding, fluorescence; 0.074% of 350,000 active; AID 485281; P02791; Potency, µM (top dose mostly 77.5 µM), inactives show at the top dose activity change, negative = displacement, actives largely listed as inhibitors; further: potency means the concentration at half of the fitted maximal effect; on the % scale 0 is the no-effect control and ±100 the full control effect; nearly all actives have a fitted effect of over 20% in size
Target sequence (P02791 2-175 limits assumed): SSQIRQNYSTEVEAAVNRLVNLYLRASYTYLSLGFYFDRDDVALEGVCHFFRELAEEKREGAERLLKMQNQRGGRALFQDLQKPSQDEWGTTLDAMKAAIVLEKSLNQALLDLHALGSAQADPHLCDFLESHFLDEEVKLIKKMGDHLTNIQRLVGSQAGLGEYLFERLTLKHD
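Probe: 1-aminoanthracene (50% saturated, PBS). Protein: horse-spleen apoferritin, 10 uM. Incubation: 10 min, room temperature. Detection: 380 nm excitation, 535 nm emission. Analysis: normalized response, four-parameter Hill.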
POLB inh: inhibitors of human DNA polymerase beta; Potency, µM (top dose mostly 114 µM), for inactives: top-dose activity change, negative = inhibition, usual class: inhibitors; 1.3% of 340,000 active; P06746; Pol beta primer extension/strand displacement, fluorescence kinetic; further: potency means the concentration at half of the fitted maximal effect; on the % scale 0 is the no-effect control and ±100 the full control effect
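Preincubation: enzyme (10 nM) with compound, 15 min, RT. Reaction: substrate added to 50 nM final. Reads: 0 and 10 min. Analysis: normalized, Hill fit.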
Pol kappa inh: inhibitors of human DNA polymerase kappa. Q9UBT6. purified Pol kappa, fluorescent DNA synthesis assay, 10 min. Potency, µM (highest dose often 107 µM), inactives show at the top dose activity, negative = inhibition, hits mostly inhibitors. 0.53% of 400,000 active. AID 588579; further: potency means the concentration at half of the fitted maximal effect; on the % scale 0 is the no-effect control and ±100 the full control effect
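10 nM Pol kappa was preincubated with compounds for 15 min at room temperature. Reaction started with 50 nM (final) substrate. Fluorescence read kinetically at 0 and 10 min.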
* marks the source's active call; other numbers are inactive results; ? = inconclusive; nt = not tested or not shown; [ ] = dose if it differs, or a comment. Unless noted, the call rests on the fitted dose curve; in most records, active means well fitted curve in the direction sought with a large enough effect; inconclusive means small, poorly fitted or top-dose-only effect, or another doubt; inactive means no such curve, though single readings can be large; an effect the other way counts as inactive or inconclusive. This is a subset. The share of hits here may be higher or lower than overall.

Structure | Pol iota inh | TRHR ag | 12-LOX inh | BLM inh | POLB inh | Pol kappa inh | ERG Ets-DNA blk | APEX1 inh | Apoferritin bind
CS(=O)(=O)c1ncc(Cl)c(C(=O)N2CCN(c3cccc(Cl)c3)CC2)n1 | -3.2% | -1.6 | 7.8% | -1.7% | -1.8% | -4.9% | 2.2% | nt | ?
FCCCOc1ccc(-c2nccc(-c3ccccn3)n2)cc1 | 18.4% | 0.9 | 10.2% | -4.1% | 0.1% | -0.3% | -0.7% | -5.1% | 1.0%
CC(C)(C)S(=O)(=O)/C(C#N)=C/c1sccc1C1OCCO1 | 161.6%[activator] | 1.0 | -3.2% | -0.6% | ? | -7.1% | 6.3% | -0.7% | -6.2%
O=c1cc(-c2ccccc2)c2ccc3c(c2o1)CN(Cc1cccc(Cl)c1)CO3 | ? | -1.3 | ? | 4.5% | 2.8% | 2.0% | -2.2% | nt | 81.4%[activator]
O=C(CSc1nnc(SCc2ccc(Cl)cc2)s1)N/N=C/c1ccc(Cl)cc1Cl | -12.7% | 0.6 | 25.8% | -1.0% | 0.6% | -10.8% | -11.9% | 0.2% | 3.9%
CCC(C)[C@H](NC(=O)N1CCC(C)CC1)C(=O)O (stereo partly drawn) | -27.0% | 0.4 | -17.7% | -0.7% | 0.6% | -5.6% | 1.3% | 1.1% | 5.9%
CCC(=O)Nc1cc(C)c(NC(=O)C23CC4CC(CC(C4)C2)C3)cn1 | 14.1% | 1.2 | -9.8% | -8.5% | 11.1% | 0.4% | -6.6% | 3.9% | 2.0%
Cc1ccc2nc(COc3ccccc3NC(=O)Nc3ccc(F)c(Cl)c3)cc(=O)n2c1 | 35.4%[activator] | 0.4 | -20.0% | -8.7% | 2.4% | -9.2%[60.1 µM] | 1.0% | nt | 9.0%
CC(=O)c1ccc(NC(=O)CSc2nnc(-c3ccco3)o2)cc1 | 40.3%[activator] | 0.1 | -20.0% | -3.8% | 16.5% | -6.9% | 3.8% | -8.2% | 5.1%
O=C(NC1CCN(c2ncccn2)CC1)c1cccc(F)c1 | -7.4% | -0.4 | 5.4% | -1.7% | 20.8% | 2.4% | -7.7% | 39.1% | 5.6%
C=CCc1c(C)nc(N2CCSCC2)[nH]c1=O | 181.3%[activator] | 0.2 | ? | -4.3% | 28.1% | 2.8% | -6.1% | -2.8% | -7.2%
COC(=O)/C=C1/SC(=Nc2ccc(C)cc2C)NC1=O | 1.8% | 0.0 | -15.8% | -1.6% | 23.2% | -8.3% | -0.4% | -4.8% | -13.9%
O=C(NC1CCCC1)C(c1ccncc1)N(CC1CCCO1)C(=O)Cn1nnc(-c2cccs2)n1 (stereo not drawn) | 13.3% | -0.7 | -15.7% | -2.3% | 3.3% | -7.4% | -15.6% | -1.1% | -5.2%
CCNc1nc(NCC)n2c(SCc3ccc(F)cc3)nnc2n1 | ? | -0.5 | 9.0% | 0.5% | -0.2% | -3.7% | 11.1% | 14.1% | -0.3%
CCOC(=O)C(=O)/C(=C\N(C)C)c1onc(-c2c(Cl)cccc2Cl)c1C(=O)OC | -11.1% | 0.0 | 0.0% | -3.7% | -2.0% | 0.7% | -2.5% | -2.2% | -9.5%
Nc1cccc2c1C(=O)N(C(=O)c1ccco1)C2=O | 26.6% | 1.0 | -3.2% | -1.6% | -17.3% | -4.7% | 2.2% | -3.9% | 179.0%[activator]
CCC(Sc1nccn1C)C(=O)Nc1ccc(Cl)cn1 (stereo not drawn) | 4.4% | -0.7 | 0.5% | -1.3% | 17.7% | 4.7% | ? | -1.9% | -10.4%
COc1ccccc1CN(C)c1nnnn1-c1ccccc1 | 17.4% | -0.4 | 0.0% | -4.5% | 0.8% | -7.0% | -6.6% | -0.2% | -7.9%
O=C(Nc1cccnc1)c1ccc(COc2ccccc2Cl)o1 | 155.1%[activator] | -0.9 | 2.6% | -3.2% | -9.7% | -9.8% | -14.9% | -3.4% | -19.1%
CCNC(=S)Nc1cccc(Cl)c1C | -7.1% | -0.3 | -24.4% | 3.2% | 12.7% | 7.0% | 3.8% | 3.0% | 1.6%
CCN(CC)CC1C(=O)N(c2ccc(OC)cc2)C1c1ccccc1 (stereo not drawn) | 49.5%[activator] | 2.9 | 0.0% | -1.2% | 8.6% | -0.5% | 5.6% | 13.0% | -13.2%
Cn1ccnc1SCc1ccc(Cl)cc1Cl | 5.2% | 0.0 | 3.8% | -0.1% | 12.7% | 2.1% | -6.4% | 9.2% | -4.7%
Cc1cc(C(=O)Nn2c(-c3ccc(Br)cc3)nc3ccccc3c2=O)ccc1[N+](=O)[O-] | 11.2% | 0.2 | -17.7% | -2.1% | 11.3% | -9.3% | -8.2% | -0.6% | -12.2%
Cc1ccc(C(=O)NCCCNC(=O)Cc2ccc(Cl)cc2)cn1 | 4.1% | 0.0 | 2.9% | nt | nt | -9.8% | 0.7% | 13.3% | nt
Cc1ccsc1CN(C(=O)c1ccc(Br)cc1)C1CCS(=O)(=O)C1 (stereo not drawn) | 28.2% | -0.5 | -7.1% | -0.1% | -1.1% | -14.9% | 7.5% | nt | 8.4%
Cc1ccnc(NC(=O)CCCc2ccccc2)c1 | 22.1% | 1.4 | -4.2% | -16.3% | 34.1% | -0.8% | -12.0% | 2.1% | 3.9%
O=C(CN1C(=O)c2ccccc2S1(=O)=O)NCc1c(F)cccc1F | 11.5% | -0.1 | 0.0% | nt | nt | -0.2% | -8.5% | 11.9% | nt
Cc1ccc(CNC(=O)c2cnccn2)cc1 | -13.8% | 0.2 | 1.1% | -2.9% | 20.5% | 0.0% | 0.0% | 0.6% | 0.4%
COc1ccc2[nH]c(=O)c(CN(Cc3cccs3)C(=S)NCC3CCCO3)cc2c1 (stereo not drawn) | 27.5% | -0.5 | -12.2% | -1.4% | -23.2% | 3.8% | 8.7% | 17.6% | -3.6%
CCCC(c1nnnn1Cc1ccccc1)N1CCC(C(N)=O)CC1 (stereo not drawn) | 11.5% | 0.9 | 0.0% | -1.5% | 3.5% | 3.0% | -8.4% | 2.3% | -6.2%

Additional records.
Structure | Pol iota inh | TRHR ag | 12-LOX inh | BLM inh | POLB inh | Pol kappa inh | ERG Ets-DNA blk | APEX1 inh | Apoferritin bind
CCOC(=O)c1cc2ccccc2nc1C | -2.3% | 0.2 | 0.0% | -15.9% | 5.5% | 2.0% | 8.4% | -3.1% | -5.7%
Clc1cccc(CN2C3=NCCCN3c3ccccc32)c1 | 3.5% | 0.5 | 14.3% | -6.4% | 33.2% | -8.1% | 2.3% | 10.7% | -3.6%
CCC(C)NC(=O)C1CCCCN1S(=O)(=O)c1ccc(F)cc1 (stereo not drawn) | 28.0% | -0.9 | 1.1% | 0.9% | 20.6% | -1.9% | nt | 1.9% | -5.9%
O=C(OCC(=O)c1ccc[nH]1)C1=COCCO1 | ? | 0.7 | -8.7% | nt | nt | -19.2% | -18.9% | -24.1% | nt
COC(=O)c1ccccc1NC(=O)NCCc1ccc(OC)c(OC)c1 | 128.8%[activator] | 2.6 | 1.4% | -1.7% | 1.7% | -6.7% | -0.3% | 2.2% | -6.2%
CCOC(=O)c1cnc(NCc2ccc(OC)cc2OC)c2ccccc12 | 89.1µM* | 0.5 | -13.4% | -10.6% | 5.7% | -14.5%[60.1 µM] | -1.2% | nt | nt
CCOc1ccccc1NC(=O)CN1C(=O)COc2ccc(C)cc21 | 125.6%[activator] | -0.5 | ? | -2.8% | -23.0% | -23.8% | -5.0% | 16.9% | -9.6%
N[C@@]1(C(=O)O)CO[C@H]2[C@H](C(=O)O)[C@H]21 | nt | nt | ? | 3.6% | nt | -11.0%[60.1 µM] | nt | -1.0% | 5.3%
CCC(=O)Nc1c(C)nn(-c2ccc(C)c(C)c2)c1C | 17.9% | -0.8 | -20.4% | 2.3% | -15.0% | -10.2% | -3.1% | 9.3% | -3.8%
Cc1ccc(-c2cc(C(=O)NCc3ccco3)no2)cc1 | 1.2% | 0.4 | -7.7% | -2.9% | 19.4% | -14.7% | -1.0% | 10.8% | -0.4%
COc1cccc(N2CCN(C(=O)c3cccc(N4C(=O)NC5CC4(C)Oc4c(OC)cccc45)c3)CC2)c1 (stereo not drawn) | 33.3% | 0.3 | 8.7% | -3.5% | 7.9% | -3.8% | 4.6% | 2.2% | -17.2%
CN1/C(=C\C=C(/C#N)C(=O)Nc2ccc(Cl)cc2)C(C)(C)c2ccccc21 | 30.9%[activator] | 46.0* | -10.9% | 1.1% | -0.3% | -7.9% | -7.0% | 1.1% | 2.8%
Cc1oc2ccc(O)c(CN3CCN(C)CC3)c2c1C(=O)Nc1cccc(Cl)c1C | -7.8% | 0.7 | ? | -1.2% | -0.3% | -1.4% | -12.4% | nt | -0.7%
COc1cc(NC(=O)CCNS(=O)(=O)c2cc(Br)cnc2N)cc(OC)c1 | 23.6% | 0.8 | -1.3% | -2.6% | 1.6% | -2.6% | 13.6% | -6.2% | 10.9%
COc1cc(C(c2nnnn2C(C)(C)C)N2CCN(c3nc4ccccc4s3)CC2)ccc1O (stereo not drawn) | 3.4% | -0.3 | 0.0% | -8.3% | -0.4% | -12.0% | 0.3% | -2.2% | -14.5%
CCOc1cc(C#N)c(-n2nnc3c(sc4nc(C)cc(C)c43)c2=O)cc1OCC | ? | 13.9 | ? | -1.2% | 12.5% | -4.9% | -7.2% | nt | -10.9%

Reprinted at random: 2 records from the list
Structure | Pol iota inh | TRHR ag | 12-LOX inh | BLM inh | POLB inh | Pol kappa inh | ERG Ets-DNA blk | APEX1 inh | Apoferritin bind
CCC(C)NC(=O)C1CCCCN1S(=O)(=O)c1ccc(F)cc1 (stereo not drawn) | 28.0% | -0.9 | 1.1% | 0.9% | 20.6% | -1.9% | nt | 1.9% | -5.9%
CCOC(=O)c1cnc(NCc2ccc(OC)cc2OC)c2ccccc12 | 89.1µM* | 0.5 | -13.4% | -10.6% | 5.7% | -14.5%[60.1 µM] | -1.2% | nt | nt

Bioassay records (PubChem BioAssay)
